Source: PubChem BioAssay (National Center for Advancing Translational Sciences (NCATS))
HttQ103 aggreg = mutant huntingtin aggregation inhibition; PC12 HttQ103-GFP aggregates, Acumen cytometry, 40 h; Potency, µM (highest dose often 46.1 µM), for inactives: at the highest dose activity change, negative = inhibition, actives largely listed as inhibitors; 1.1% of 220,000 active; AID 1688; note: % is set by controls: 0 for no effect and ±100 for the full control effect; nearly all actives have a fitted effect of over 60% in size
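Aggregates are detected as GFP objects 1–25 µm with signal 6 STDEV over background in lysates of induced PC12 cells. These carry Huntingtin exon 1 with 103 glutamines fused to GFP under an ecdysone promoter; compounds titrated.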
RGS12 GoLoco inh = RGS12 GoLoco-Gai1 interaction inhibition. P63096. Gai1:RGS12 GoLoco peptide FP, rhodamine, 10 min. Potency, µM (highest dose often 61.6 µM), inactives show top-dose activity, negative = inhibition, usual class: inhibitors. 0.44% of 230,000 active; active = well fitted inhibition curve with a large enough effect, not every such curve was filed as active; inactive = no such curve, though single readings can be large or run the other way; note: % is set by controls: 0 for no effect and ±100 for the full control effect; nearly all actives have a fitted effect of over 30% in size; many of its hits are not listed in these tables
Target sequence (P63096 whole entry, looked up): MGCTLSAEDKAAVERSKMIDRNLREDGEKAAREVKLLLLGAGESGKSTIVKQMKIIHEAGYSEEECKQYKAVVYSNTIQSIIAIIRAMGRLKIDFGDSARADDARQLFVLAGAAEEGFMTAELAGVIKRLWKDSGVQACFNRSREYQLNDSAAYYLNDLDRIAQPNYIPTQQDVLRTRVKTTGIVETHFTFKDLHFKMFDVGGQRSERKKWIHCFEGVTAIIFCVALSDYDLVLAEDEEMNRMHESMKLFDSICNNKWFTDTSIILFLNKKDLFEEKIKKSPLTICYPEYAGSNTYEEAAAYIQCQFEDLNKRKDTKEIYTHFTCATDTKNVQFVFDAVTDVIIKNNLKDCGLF
GAA inhib = blocks human lysosomal alpha-glucosidase; purified human GAA, 4-MU-alpha-glucoside fluorescence; 0.005% of 200,000 active; Potency, µM (top dose mostly 76.9 µM), for inactives: top-dose activity change, negative = inhibition, actives largely listed as inhibitors; P10253;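 note: plate controls were uninhibited enzyme wells for no effect and no-enzyme background for full effect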
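Activity normalized between no-enzyme (basal) and enzyme-only wells. Conditions: 4 nM human enzyme, 400 uM fluorogenic substrate, citrate/phosphate pH 5.0 with Tween-20, 20 min room temperature, compounds up to 77 uM.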
IMPase Li inh = cell-permeable IMPase inhibitors with lithium potentiation; CHO-M1 cells, IP1 TR-FRET (IP-One), carbachol + lithium; Potency, µM (titrated, usually from 59.4 µM), inactives show top-dose activity, negative = IMPase inhibition, actives largely listed as inhibitors; 0.35% of 210,000 active; AID 1457;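 note: IP1 builds up when IMPase is blocked and the TR-FRET signal falls; plate controls were basal vehicle for no effect and high inhibitor control for full effect; nearly all actives have a fitted effect of over 50% in size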
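CHO cells stably expressing M1 receptor (2000/well) were cultured 16–30 h, then exposed to compounds with a small lithium addition for 30 min at 37C. IP1 was measured by TR-FRET competition; AC50 from Hill fits.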
GAA spleen mod = inhibits or activates alpha-glucosidase in human spleen homogenate; P10253; human spleen homogenate, 4-MU-alpha-glucoside fluorescence; Potency, µM (titrated, usually from 79.9 µM), without a hit: at the highest dose activity change, negative = inhibition, hits mostly inhibitors; 0.006% of 240,000 active;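 note: 0% = enzyme with vehicle and -100% = no enzyme basal signal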
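AC50 values come from Hill-equation fits of concentration-response data, normalized to no-enzyme and full-activity controls. Enzyme source: 1 ug human spleen homogenate; 1 mM fluorogenic 4-MU glucoside, pH 5.0 citrate buffer, 37 C, 40 min.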
HTT ATP protect = cytoprotection in Huntington HTT-Q103 PC12 cell model; PC12 HTT-Q103 induced, cytoprotection, ATP luminescence, 40 h; Potency, µM (doses to about 56.4 µM), for inactives: cytoprotection (ATP increase), usual class: activators; 0.14% of 230,000 active; AID 1471;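 note: % of control where 0% means no effect; nearly all actives have a fitted effect of over 45% in size; toxic huntingtin expression switched on by the ecdysone agonist tebufenozide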
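Quantitative HTS on tebufenozide-induced (100 nM) PC12 cells expressing HTTQ103 exon 1–GFP; compounds tested as a concentration series; survival measured via cellular ATP.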
GAA glycogen = alters human alpha-glucosidase cleavage of glycogen; Potency, µM (titrated, usually from 76.4 µM), inactives show at the highest dose activity change, negative = inhibition, hits mostly inhibitors; recombinant GAA, glycogen substrate, Amplex Red glucose oxidase fluorescence; 0.38% of 300,000 active;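 note: 0% = full enzyme reaction and -100% = no-enzyme basal signal; the screen sought inhibitors and activators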
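Recombinant enzyme (4 nM final) with compounds titrated up to 77 uM and bovine liver glycogen (30 ug) in citrate pH 5.0, 0.01% Tween-20, 37 C 40 min. Released glucose detected by Amplex Red/glucose oxidase (Ex 573/Em 610); AC50 from Hill fits.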
* hit, by the source's call; u = inconclusive; x = no result given; [ ] = remark or other dose. Unless noted, calls come from the whole dose curve; as a rule, active = well fitted curve in the direction sought with a large enough effect; inconclusive = small, poorly fitted or top-dose-only effect, or another doubt; inactive = no such curve, though single readings can be large; an effect the other way counts as inactive or inconclusive. Potency is the fitted concentration of half-maximal effect.

Values run as follows: HttQ103 aggreg	RGS12 GoLoco inh	GAA inhib	IMPase Li inh	GAA spleen mod	HTT ATP protect	GAA glycogen
(1) C=CCn1c(O)c(C2=c3ccccc3=NC2=O)s/c1=N/c1nccs1
    -9%	27%	0%	3%[38.3 µM]	9%	-58%[inhibitor]	-36%
(2) CC(C)n1cnc2c(Nc3cccc(Cl)c3)nc(NCCCO)nc21
    17%[9.22 µM]	7%	x	x	1%	8%[10 µM]	2%
(3) O=C(Nc1ccc(Cl)c(Cl)c1)Nc1ccccc1NS(=O)(=O)c1cccs1
    u	-4%	-13%	11%	-10%	22%[10 µM]	4%
(4) COc1cccc(/C=N/NC(=O)c2ccoc2C)c1
    -3%[9.22 µM]	-1%	x	x	-9%	19%[10 µM]	10%
(5) COC(=O)c1oc2ccc(Br)cc2c1NC(=O)CCCN1C(=O)c2ccccc2C1=O
    8%	5%	-8%	-3%[38.3 µM]	2%	-8%	0%
(6) Cc1cc(C(F)(F)F)nc(NCc2ccc(F)cc2)n1
    u	4%	-1%	5%[38.3 µM]	-7%	-33%	3%
(7) C=CCNC(=O)c1cc2c(=O)n3cc(C)ccc3nc2nc1NCC1CCCO1 (stereo not drawn)
    22%	7%	u	-5%	21%	4%[10 µM]	11%
(8) Cc1cc(C)c(OC2(c3ccccc3)OC(=O)c3ccccc32)c(C)c1 (stereo not drawn)
    -7%	-6%	-4%	1%[38.3 µM]	-5%	-6%	2%
(9) CCn1c(=O)c(C(=O)CN2CCN(S(=O)(=O)c3ccc(C)cc3C)CC2)c(N)n(Cc2ccccc2)c1=O
    u	-20%	u	8%	-3%	5%[10 µM]	1%
(10) Cc1cccc(N2CCN(c3ccc(C(N)=O)cc3[N+](=O)[O-])CC2)c1C
    -7%[9.22 µM]	1%	4%	-2%	5%	-27%	7%
(11) COC(=O)N1CCC2(CC1)CN(c1ccc(-c3ccccc3)cc1)C2
    x	-6%	x	0%	-4%	-37%[inhibitor]	x
(12) O=C(c1cccnc1)N1CCN(Cc2ccc3c(c2)OCO3)CC1
    -2%	-3%	0%	19%[38.3 µM]	2%	12%	6%
(13) CCC1=[N+](CC(=O)c2ccc(Br)cc2)CCn2c(C)ccc21
    9%[9.22 µM]	42%[activator]	x	x	0%	4%[10 µM]	2%
(14) O=C(c1cccc(S(=O)(=O)N2CCCC2)c1)N1CCN(c2ncccn2)CC1
    27%	18%	1%	0%	0%	25%[10 µM]	-3%
(15) CCOc1ccc(N(CC(=O)N/N=C/c2ccc(OC(C)C)cc2)S(C)(=O)=O)cc1
    21%	10µM*	5%	4%	7%	34%[10 µM]	-1%
(16) COc1ccc(N2C(=O)C3C4C=CC(C4)C3C2=O)c(OC)c1 (stereo not drawn)
    5%	0%	u	-1%[38.3 µM]	-6%	-24%[0.074 µM]	3%
(17) COc1ccccc1-c1cc(NCc2cccnc2)ncn1
    x	5%	x	-2%	6%	5%	x
(18) CCn1c(COc2ccc(=O)n(-c3ccccc3)n2)nnc1SC
    7%	-7%	3%	-2%	-20%	21%[10 µM]	3%
(19) O=C(O)c1cc(-c2cccs2)[nH]n1
    x	16%	8%	-4%	6%	x	-4%
(20) FC(F)(F)c1nnc2c(Sc3ccc(Cl)cc3)nc3ccccc3n12
    26%	4%	-1%	18µM*	0%	14%	4%
(21) O=C(CCc1ccc(O)c(O)c1)NNC(=S)Nc1ccc(Br)cc1Cl
    u	10%	4%	8%	-3%	-34%	u
(22) NC(=O)c1ccccc1NC(=S)NC(=O)CCc1ccccc1
    27%	-4%	-22%	1%	-3%	-2%[10 µM]	-3%
(23) c1ccc2c(NC3CCCC3)nnc(NC3CCCC3)c2c1
    -29%	5%	-10%	31%[activator][38.3 µM]	0%	15%[10 µM]	3%
(24) CCC(C(=O)OCC(=O)Nc1cccc(S(=O)(=O)NC2=NCCCCC2)c1)c1ccccc1 (stereo not drawn)
    5%	16%	-3%	20%	-5%	22%	0%
(25) O=C(Nc1ccccc1)N1CC2(CCN(C(=O)c3ccncc3)CC2)C1
    x	5%	x	2%	5%	0%	x
(26) Cc1cccc(Nc2nnc(SCC(=O)N(C)C3CCS(=O)(=O)C3)s2)c1C (stereo not drawn)
    -13%	-1%	-28%	-6%	-3%	11%[1.9 µM]	13%
(27) Cc1cc(C)cc(NC(=O)N2CCCC2C(=O)Nc2ccc(-n3cnnn3)c(C)c2)c1 (stereo not drawn)
    -13%	2%	9%	-13%[38.3 µM]	-12%	-34%	10%
(28) O=C(NCCN1C(=O)C2C3C=CC(C3)C2C1=O)Nc1ccccc1 (stereo not drawn)
    0%	-11%	-5%	-5%[38.3 µM]	-2%	-28%	6%
(29) C[C@@H](N)/C(N)=N/O
    x	2%[14.2 µM]	x	7%	x	-9%[10 µM]	x
(30) CC(=O)OCC(=O)[C@@]1(O)[C@H](C)C[C@H]2[C@@H]3CCC4=CC(=O)C=C[C@]4(C)[C@@]3(F)[C@@H](O)C[C@@]21C
    0%	15%	-7%[15.4 µM]	6%	4%	x	3%
(31) Cc1cnc(CNc2ccnc(-c3ccc(N(C)C)cc3)n2)cn1
    x	-16%	x	12%	2%	-19%	x
(32) CN(C)S(=O)(=O)Nc1cc(F)cc(F)c1
    3%	5%	3%	-2%	0%	-5%[10 µM]	0%
(33) Cn1c2ccccc2c2cnn(CC(=O)Nc3ccc(Cl)cc3)c(=O)c21
    2%[9.22 µM]	27%	x	x	5%	3%[10 µM]	9%
(34) CCOc1ncccc1C(=O)OCC(=O)Nc1cc(C)ccc1C
    -11%	16%	4%	-18%[38.3 µM]	-1%	-18%	4%
(35) CCCC(=O)OCCNc1cc(Sc2nc3ccccc3[nH]2)c2nonc2c1[N+](=O)[O-]
    u	-11%	1%	24%	-3%	-59%[inhibitor][10 µM]	-2%
(36) Cc1ccc(CN2CCNC(=O)C2CC(=O)O)cc1 (stereo not drawn)
    2%	-18%	-6%	38%[activator][38.3 µM]	-1%	-6%[10 µM]	1%
(37) O=C(c1cn(-c2ccccc2)nc1-c1cccs1)N1CCOCC1
    25%	0%	1%	-15%[38.3 µM]	0%	-7%	-1%
(38) O=C(Nc1ccc(C(=O)O)cc1)/C(=C\C=C\c1ccccc1)NC(=O)c1ccc(Br)cc1
    -26%	6%	3%	1%	-13%	-18%	-3%
(39) COC(=O)c1ccc(C2C(C(C)=O)=C(C)Nc3ncnn32)cc1 (stereo not drawn)
    -3%	4%	5%[15.4 µM]	5%[38.3 µM]	-8%	3%	13%
(40) OC1CCN(Cc2cccc(Oc3ccccc3)c2)CC1
    -6%	1%	4%	1%[38.3 µM]	2%	-8%	-13%
(41) CC1CCN(C(=S)c2ccc3c(c2)OCO3)CC1
    -13%	8%	-9%	34%[38.3 µM]	-2%	-15%	-6%
(42) CC1CCCN(C(=O)COc2ccc(Nc3ccccc3)cc2)C1 (stereo not drawn)
    -5%	8%	-7%	11%	-3%	-36%	-23%
(43) O=C(CSc1cccc[n+]1[O-])C12CC3CC(CC(C3)C1)C2
    1%	-6%	5%	5%	3%	-18%[10 µM]	8%
(44) Cc1nc(Nc2nc3ccccc3o2)nc(C)c1C(=O)Nc1ccc(F)cc1
    8%[9.22 µM]	15%	u	-5%	0%	19%[10 µM]	16%
(45) Cc1c(C(=O)O)oc2c1C(O)CCC2 (stereo not drawn)
    9%	12%	u	-1%[38.3 µM]	-3%	-25%	5%
(46) COc1ccc(C(=O)Oc2cccc3cccnc23)cc1[N+](=O)[O-]
    -9%[9.22 µM]	9%	u	-6%	1%	-16%[10 µM]	17%
(47) CCCCN(C(=O)Nc1ccc(Cl)cc1)C1CCN(C(C)=O)CC1
    9%[9.22 µM]	4%	-6%	1%[38.3 µM]	5%	-9%	14%
(48) O=C1CC(N2CCN(c3ccccn3)CC2)C(=O)N1c1ccc(F)cc1 (stereo not drawn)
    6%	-14%	2%	-4%	-1%	-8%	-7%
(49) N#Cc1c2ccc(OCC(N)=O)cc2n2ccccc12
    -2%	-11%	6%	-26%	x	-51%	7%
(50) CCCOC(=S)Nc1ccccc1
    6%[9.22 µM]	15%	-4%	-12%[38.3 µM]	-1%	0%	-1%
(51) Cc1cnc(CNc2cc(-c3ccc(C(=O)N(C)C)cc3)ncn2)cn1
    x	44%[activator]	x	2%	5%	-13%	x
(52) Cc1cc(C)cc(NC2=CC(=O)CC(c3ccco3)C2)c1 (stereo not drawn)
    -5%	1%	-1%	21%[38.3 µM]	-5%	-32%	3%
(53) C/C(=N\NC(=O)c1ccccc1-n1cccc1)C1CC1
    -1%	2%	2%	0%	2%	23%[10 µM]	1%
(54) Nc1cccnc1Sc1cc(Cl)c(Cl)cc1Cl
    -4%	-2%	5%	10%[38.3 µM]	-6%	-14%	-6%
(55) COc1cc(NC(=O)C2C3C=CC(C3)C2C(=O)O)c(OC)cc1Cl (stereo not drawn)
    -16%	-2%	-2%	11%[38.3 µM]	4%	5%[1.9 µM]	-3%
(56) CCNC(=S)N1CCc2cc(OC)c(OC)cc2C1COc1ccc(OC)cc1 (stereo not drawn)
    4%	0%	-10%	15%	-2%	-31%[inhibitor]	-5%
(57) O=C(N/N=C/c1ccccc1)c1ccc(N2CCOCC2)c([N+](=O)[O-])c1
    11%	11%	7%	3%	13%	x	-3%
(58) COc1ccc2nc(NC(=O)c3cnccn3)sc2c1
    u	20%	-1%	3%	-2%	1%[10 µM]	0%
(59) CCCCOc1ccc(C(=O)NCc2ccccn2)cc1
    -19%	-7%	-5%	7%[38.3 µM]	0%	-19%[0.074 µM]	0%
(60) C=CCNCCCOc1ccc(C(C)(C)c2ccccc2)cc1
    3%	1%	u	2%	-2%	0%[10 µM]	0%
(61) CC(=O)/C(=N/Nc1cccc(Cl)c1)N1CCOCC1
    10%	0%	-2%	34%[activator][38.3 µM]	2%	1%	14µM*
(62) OC(CNCc1cccc(Cl)c1)c1ccccc1 (stereo not drawn)
    16%	10%	5%	4%	5%	-33%	23%

3 entries already listed, ordered by length of the SMILES, ascending:
Values run as follows: HttQ103 aggreg	RGS12 GoLoco inh	GAA inhib	IMPase Li inh	GAA spleen mod	HTT ATP protect	GAA glycogen
(61) CC(=O)/C(=N/Nc1cccc(Cl)c1)N1CCOCC1
    10%	0%	-2%	34%[activator][38.3 µM]	2%	1%	14µM*
(31) Cc1cnc(CNc2ccnc(-c3ccc(N(C)C)cc3)n2)cn1
    x	-16%	x	12%	2%	-19%	x
(43) O=C(CSc1cccc[n+]1[O-])C12CC3CC(CC(C3)C1)C2
    1%	-6%	5%	5%	3%	-18%[10 µM]	8%

The list is partial; rates above refer to the full screens.
